MLLE-PAM2 inh: blocks PAM2 peptide binding to the PABP1 MLLE domain | P11940 | GST-MLLE / FITC-PAM2 fluorescence polarization | inhibition, % at 20 µM | 360,000 compounds, 0.36% hits; in the data active means inhibition above about 35%, passing the limit was not always enough;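 further: plate controls were DMSO wells with GST-MLLE for no effect and wells lacking GST-MLLE protein for full effect; some results filed as inactive read as strong as hits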
Target sequence (P11940 whole entry, looked up, the tested form may be a part): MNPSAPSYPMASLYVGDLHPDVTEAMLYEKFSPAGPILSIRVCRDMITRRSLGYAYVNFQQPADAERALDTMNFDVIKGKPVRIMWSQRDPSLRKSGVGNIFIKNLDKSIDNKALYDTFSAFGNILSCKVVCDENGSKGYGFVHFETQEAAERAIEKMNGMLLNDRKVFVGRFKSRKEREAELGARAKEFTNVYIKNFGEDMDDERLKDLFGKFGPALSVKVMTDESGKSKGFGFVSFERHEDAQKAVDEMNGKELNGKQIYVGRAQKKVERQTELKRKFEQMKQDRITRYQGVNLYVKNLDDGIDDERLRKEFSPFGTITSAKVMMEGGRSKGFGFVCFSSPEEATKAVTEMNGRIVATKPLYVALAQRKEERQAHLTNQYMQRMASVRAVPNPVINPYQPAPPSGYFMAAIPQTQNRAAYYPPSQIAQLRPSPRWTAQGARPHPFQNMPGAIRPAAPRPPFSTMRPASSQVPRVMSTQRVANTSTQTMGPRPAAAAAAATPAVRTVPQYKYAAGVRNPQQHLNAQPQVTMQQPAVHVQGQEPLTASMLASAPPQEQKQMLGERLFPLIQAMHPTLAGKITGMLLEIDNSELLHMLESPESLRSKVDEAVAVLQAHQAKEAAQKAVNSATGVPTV
Neddylation inh: inhibitors of human cullin neddylation. P61081+Q13564. TR-FRET cullin neddylation, biochemical. calls only at 25 µM. 360,000 compounds, 0.58% hits; in the data active means inhibition above about 36%
Rin1 Abl inh: human Rin1-Abl interaction inhibition; TR-FRET Rin1/Abl binding, biochemical; AID 588664; inhibition, % at 7.35 µM; 360,000 compounds, 0.4% hits; in the data active means inhibition above about 5%, passing the limit was not always enough
NadD block: NadD (S. aureus) enzyme inhibition. purified NadD enzyme, colorimetric absorbance read-out. inhibition, % at 20 µM. 360,000 compounds, 0.78% hits. AID 602399; in the data active means inhibition above about 26%; further: some compounds past the cut are filed as inactive
MT1-MMP act inh: inhibitors of human MT1-MMP activation | P50281 | HT1080 RFP-PRO-GFP cells, GFP/RFP ratio fluorescence, overnight; percent of plate control window, DMSO zero | GFP/RFP ratio change, % at 20 µM | 360,000 compounds, 0.061% hits;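 active means GFP/RFP ratio change of at least 30% with cell ATP level not reduced by more than half and red fluorescence within 50% of control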; further: strong numbers were not always called active
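Read-out: GFP/RFP fluorescence ratio; Test system: RFP-PRO-GFP reporter HT1080 cells; Compound dosing: single-point 20 µM compound, 1% DMSO; Times: overnight compound exposure at 37 °C.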
SKN-1 block: blocks SKN-1 activity in C. elegans. 360,000 compounds, 0.49% hits. inhibition, % at 21.8 µM. AID 624304. C. elegans VP596 Pgst-4::GFP/RFP ratio, acrylamide-induced, 24 h;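 active means interference check ratio from 0.5 to 1.5 plus GFP to RFP signal ratio inhibition reaching or exceeding a fixed threshold, cut at about 30% in these data, passing the limit was not always enough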; further: some compounds called inactive have numbers as strong as hits
CSN inh: blocks human CSN-mediated cullin deneddylation; Q92905; Purified CSN, SCF-Nedd8-OG deneddylation, fluorescence polarization; AID 651999; inhibition, % at 12.5 µM; 360,000 compounds, 0.38% hits;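 active means pattern-corrected inhibition above about 35%, with an unprinted fluorescence ratio check between 0.5 and 1.5, limit read from the data, passing the limit was not always enough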;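 further: 0% = enzyme with substrate and 100% = substrate without enzyme; some results filed as inactive read as strong as hits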
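Schedule: reaction 90 min, room temperature / Assay system: HEK293T-derived human Csn5 enzyme / Input: Csn5 at 0.24 nM final / Measure: inhibition of Csn5 cleavage, % / Control set: substrate-only high control, full reaction low control / Technique: fluorescence polarization of the substrate / Buffer or medium: Tris/NaCl/DTT buffer, pH 7.5 / Reagent: SCFSkp2-Nedd8OG substrate at 10 nM final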
FAS TE block: blocks the thioesterase domain of human fatty acid synthase; recombinant FAS-TE, OMFH fluorogenic substrate, fluorescence endpoint; inhibition, % at 15 µM; 360,000 compounds, 0.67% hits;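 active means compounds whose normalised, plate-corrected inhibition of enzyme fluorescence in the single-dose primary screen is 50% or more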;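 further: 0% = DMSO with enzyme and 100% = substrate without enzyme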
Rpn11 block: Rpn11 (human) deubiquitinase inhibition; AID 588493; 360,000 compounds, 0.59% hits; human 26S proteasome, Ub4-pepOG fluorescence polarization; 20S core pre-blocked with epoxomicin; calls only at 20 µM;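 active means inhibition at 20 µM, scaled to each plate's controls, above about 33%, limit read from the data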
Target sequence (O00487 whole entry, looked up): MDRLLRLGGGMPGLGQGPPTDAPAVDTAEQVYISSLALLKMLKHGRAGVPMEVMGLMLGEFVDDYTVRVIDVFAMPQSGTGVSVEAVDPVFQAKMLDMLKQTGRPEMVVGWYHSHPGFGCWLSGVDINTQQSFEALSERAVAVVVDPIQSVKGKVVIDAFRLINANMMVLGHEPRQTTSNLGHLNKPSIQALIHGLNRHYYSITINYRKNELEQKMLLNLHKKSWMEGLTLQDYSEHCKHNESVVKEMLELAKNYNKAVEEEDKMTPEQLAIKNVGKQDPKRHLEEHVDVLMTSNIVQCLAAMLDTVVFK
An asterisk follows results filed as active; i = inactive; . = not tested or not shown; + = active, no number.

molecule	MLLE-PAM2 inh	Neddylation inh	Rin1 Abl inh	NadD block	MT1-MMP act inh	SKN-1 block	CSN inh	FAS TE block	Rpn11 block
O=C(NCc1ccc2c(c1)OCO2)c1ccc(CSCc2ccccc2Cl)o1	21	i	2	6	1	10	-14	29	i
COC(=O)[C@@H](NC(=O)Nc1ccc2c(c1)OCCO2)C(C)C	-10	i	1	-1	1	-2	2	-4	i
Cn1c(N/N=C2\CCCc3ccccc32)nc2c1c(=O)n(Cc1ccccc1)c(=O)n2C	-3	i	-2	4	8	8	4	13	i
COc1ccccc1N1CCN(/N=C\c2sccc2C)CC1	6	i	2	5	1	-14	-7	14	i
COC(=O)[C@@H](Cc1ccccc1)NC(=O)NCCc1c[nH]c2ccccc12	16	i	0	-3	2	12	-1	2	i
CC1=C(C(=O)Nc2cc(C(=O)N3CCN(c4cccc(C)c4C)CC3)ccc2C)SCCO1	-1	i	-5	3	0	12	-2	16	i
Cc1nc(NCc2ccccc2)[nH]c(=O)c1CCC(C)C	7	i	2	-7	5	4	7	10	i
CSCC[C@H](NS(=O)(=O)c1ccc(C(C)=O)cc1)c1nnc2ccccn12	-2	i	-1	-2	-1	13	13	-5	i
COc1ccc(C(O)c2ncc(-c3cccc(C(F)(F)F)c3)[nH]2)cc1 (stereo unspecified)	-6	i	-2	8	5	-1	-5	4	i
Cc1cc(=O)oc2cc(NC(=O)C(C)Oc3ccc(F)cc3)ccc12 (stereo unspecified)	-39	+	-1	-4	3	2	0	9	i
COc1ccc2c(c1)c1ncn(Cc3ccc(F)cc3)c(=O)c1n2C	11	i	-1	-5	4	-7	-2	11	i
O=S(=O)(NCc1cc(-c2ccc(Cl)cc2)no1)c1ccccc1	-10	i	-1	4	2	10	0	2	i
COc1ccc(CN(CCC(C)C)S(=O)(=O)c2ccccc2Br)cc1	6	i	-1	9	-5	1	-4	19	i
O=C(NCc1ccccc1)c1nnc(CS(=O)(=O)c2ccccc2)o1	9	i	0	-1	3	12	-3	-7	i
CCOC(=O)C1=C(COC(=O)CNC(=O)c2ccc(C)cc2)NC(=O)NC1C (stereo unspecified)	0	i	-2	3	-2	-18	3	-5	i
Cc1c(Cl)cccc1NC(=O)N1CCCN(c2nc(-c3ccccc3)ns2)CC1	-3	i	-2	-8	6	12	-1	27	i
CCC1Oc2ccc(C)cc2N(CC(=O)N2CCCC2)C1=O (stereo unspecified)	-15	i	1	5	-1	12	-6	-2	i
C/C(=N/NC(=O)c1ccc(C)nc1)c1ccc2c(c1)CCCC2	16	i	-1	-2	4	0	-3	-3	i
CCCS(=O)(=O)c1nc(S(=O)(=O)c2ccc(C)cc2)c(NCCCN2CCCC2=O)s1	8	i	0	-4	-2	5	4	-5	i
CCCC(=O)N1CCN(c2ccc(NC(=O)c3cc4ccccc4o3)cc2Cl)CC1	5	i	-2	-8	-21	24	-7	10	i
CC1(C(=O)O)COC(c2ccc([N+](=O)[O-])cc2)OC1 (stereo unspecified)	5	i	-1	-9	-4	-5	6	-10	i
CC1CC(C)CN(C(=O)COC(=O)COc2ccccc2C#N)C1 (stereo unspecified)	5	i	3	3	-1	0	2	-6	i
COc1ccc(S(=O)(=O)N2CCC(C(=O)OCC(=O)c3ccccc3)CC2)cc1[N+](=O)[O-]	1	i	-3	-4	4	-7	3	4	i
Cc1cc(N2CCOCC2)c2c(N)c(Br)cc(C)c2n1	12	i	-6	2	-18	1	-2	0	i
CC(=O)NNS(=O)(=O)c1scc(S(=O)(=O)c2ccc(Cl)cc2)c1C	-3	i	-1	-6	1	7	-3	-1	i
CCOc1ccc(C(=O)Nc2nnc(C(C)C)s2)cc1OCC	14	i	7.8*	-7	1	-2	0	-2	i
CC(C)(C)c1ccc(Cn2nnc3c(=O)[nH]c(C4CCN(C(=O)Cc5cccs5)CC4)nc32)cc1	-6	i	1	5	4	10	-2	2	i
Cc1ccc(/C=N\NC(=O)c2ccc(Cn3cc(Br)c([N+](=O)[O-])n3)o2)o1	13	i	-3	2	3	-3	-3	-4	i
COC(=O)c1ccsc1NC(=O)c1cccc(OC)c1	-8	i	-5	-9	-3	-12	-2	19	i
CC(CCc1ccccc1)NC(=O)CCC1CCCC1 (stereo unspecified)	15	i	-1	-1	-1	4	1	19	i

Full records as entered above. Values in the order: MLLE-PAM2 inh	Neddylation inh	Rin1 Abl inh	NadD block	MT1-MMP act inh	SKN-1 block	CSN inh	FAS TE block	Rpn11 block
CCCC(=O)N1CCN(c2ccc(NC(=O)c3cc4ccccc4o3)cc2Cl)CC1 is listed as 5	i	-2	-8	-21	24	-7	10	i
CC1=C(C(=O)Nc2cc(C(=O)N3CCN(c4cccc(C)c4C)CC3)ccc2C)SCCO1 is listed as -1	i	-5	3	0	12	-2	16	i
Cc1c(Cl)cccc1NC(=O)N1CCCN(c2nc(-c3ccccc3)ns2)CC1 is listed as -3	i	-2	-8	6	12	-1	27	i
COC(=O)c1ccsc1NC(=O)c1cccc(OC)c1 is listed as -8	i	-5	-9	-3	-12	-2	19	i
COc1ccc2c(c1)c1ncn(Cc3ccc(F)cc3)c(=O)c1n2C is listed as 11	i	-1	-5	4	-7	-2	11	i

(more compounds)
molecule	MLLE-PAM2 inh	Neddylation inh	Rin1 Abl inh	NadD block	MT1-MMP act inh	SKN-1 block	CSN inh	FAS TE block	Rpn11 block
Cc1cc(C)n(C2CC(=O)N(c3ccc(C)c(Cl)c3)C2=O)n1 (stereo unspecified)	16	i	1	0	0	8	1	-3	i
O=C(c1ccc2[nH]c3c(c2c1)CCCC3)N1CCN(c2ccc(F)cc2)CC1	-14	i	1	2	7	14	3	18	i
CCOC(=O)c1sc(-n2[nH]c(C)cc2=O)nc1C	15	i	2	7	8	2	-1	-2	i
CCCCCN(C(=O)NC(=O)Nc1ccccc1OC)S(C)(=O)=O	-11	i	-4	-1	5	1	5	-1	i
CCOc1cc(C(=S)N2CCCCC2)ccc1OS(=O)(=O)c1ccc(Cl)cc1	19	i	-3	-5	-5	-13	-7	27	i
NC(=O)CSc1nnnn1-c1ccc2c(c1)OCCO2	3	i	0	-3	-5	-7	-3	-5	i
CCOc1cc(C#N)c(NC(=O)CSc2nnnn2-c2ccc(OC)cc2)cc1OCC	-3	i	-3	-3	15	-14	-4	-12	i
O=C(CCc1nnc2ccc(N3CCCCC3)nn12)NCc1ccco1	6	i	-3	-5	-1	13	3	-1	i
COCCn1c(SCC(=O)Nc2ccc(S(=O)(=O)N(C)C)cc2)nc2ccccc21	-13	i	2	-2	0	-4	-1	4	i
Cc1ccc2c(c1)[C@H]1[C@H](CO2)[C@H](c2ccccc2)[C@]2(C)C(=O)Nc3ccccc3C(=O)N12	-3	i	1	2	-13	-4	4	53*	i
O/N=C1\CCCc2oc3c(c21)CCCC3	-13	i	-2	-5	1	10	2	-10	i
CCOC(=O)c1[nH]nc2c1C(=O)N(CC)C2=O	-3	i	1	1	3	-16	1	-5	i
CNC(=S)N/N=C/c1cn(CCOc2cccc(OC)c2)c2ccccc12	22	i	-2	-18	-8	1	3	34	i
Cc1cccc(C)c1-n1nnnc1C1c2ccccc2C(=O)N1CCc1ccccc1F (stereo unspecified)	.	i	.	-10	1	0	0	7	.
Cc1cc(C(=O)NC2CC(C)(C)Cc3c2cnn3-c2cccc(F)c2)nn1C (stereo unspecified)	-3	i	0	-3	0	-27	-1	-2	i
C=CCN=C1SCC(=O)N1S(=O)(=O)c1ccccc1	-1	i	1	5	-54	-2	-2	-4	i
COc1ccc(/C=C2\SC(=O)N(CCNC(=O)Cn3[nH]c(=O)c4ccccc4c3=O)C2=O)cc1	16	i	0	6	-3	3	5	-8	i
CCOC(=O)C1CCN(C2=C(NS(=O)(=O)c3ccc(Cl)cc3)C(=O)c3ccccc3C2=O)CC1	15	i	-8	-3	0	2	-5	10	i
O=C(CN1CCCCCCC1)Nc1cccc(Cl)c1Cl	0	i	0	1	-1	0	6	19	i
COc1ccc(N=C2SCC(c3ccccc3)=NN2C)cc1	19	i	-4	0	2	-1	4	23	i
CC1(C)CC(=O)C(C(C2=C(O)CC(C)(C)CC2=O)c2ccc([N+](=O)[O-])cc2)C(=O)C1 (stereo unspecified)	30	i	-5	-3	-3	6	-2	25	i
Cn1ncc(Cl)c1C(=O)NCc1ccco1	14	i	0	-6	0	3	0	-9	i
O=C1NC(c2ccccc2Cl)Nc2ccccc21 (stereo unspecified)	-9	.	0	1	3	-18	1	-6	i
CCN(CC)C(=O)C(=O)Nc1ccc(Oc2ccccc2)cc1	-11	i	6	3	1	6	-2	5	i
CC(C)Oc1ccc(C(=O)OC(C)C(=O)NC2CCCCC2C)cc1 (stereo unspecified)	-2	i	-1	-7	-1	-3	-7	2	i

Given with values under each structure: entries from further up.
Under each structure: MLLE-PAM2 inh | Neddylation inh | Rin1 Abl inh | NadD block | MT1-MMP act inh | SKN-1 block | CSN inh | FAS TE block | Rpn11 block
> COc1ccc(N=C2SCC(c3ccccc3)=NN2C)cc1
 : 19 | i | -4 | 0 | 2 | -1 | 4 | 23 | i
> CC1(C)CC(=O)C(C(C2=C(O)CC(C)(C)CC2=O)c2ccc([N+](=O)[O-])cc2)C(=O)C1 (stereo unspecified)
 : 30 | i | -5 | -3 | -3 | 6 | -2 | 25 | i
> Cn1ncc(Cl)c1C(=O)NCc1ccco1
 : 14 | i | 0 | -6 | 0 | 3 | 0 | -9 | i
